High-throughput results deposited in PubChem by several laboratories.
TRPML3 agonist – human mucolipin-3 channel agonism | HEK293 TRPML3-YFP, Fluo-8 calcium fluorescence; 100% = the carbachol control signal | activation, % at 3 µM | hit rate 0.29% among 220,000 | AID 1448;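 active = activation above its plate's cutoff, the mean activation of the plate's test wells plus 3 SD, cut at about 12% in these data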;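 also: 0% = DMSO only wells and 100% = carbachol wells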
Target sequence (Q8TDD5 whole entry, looked up): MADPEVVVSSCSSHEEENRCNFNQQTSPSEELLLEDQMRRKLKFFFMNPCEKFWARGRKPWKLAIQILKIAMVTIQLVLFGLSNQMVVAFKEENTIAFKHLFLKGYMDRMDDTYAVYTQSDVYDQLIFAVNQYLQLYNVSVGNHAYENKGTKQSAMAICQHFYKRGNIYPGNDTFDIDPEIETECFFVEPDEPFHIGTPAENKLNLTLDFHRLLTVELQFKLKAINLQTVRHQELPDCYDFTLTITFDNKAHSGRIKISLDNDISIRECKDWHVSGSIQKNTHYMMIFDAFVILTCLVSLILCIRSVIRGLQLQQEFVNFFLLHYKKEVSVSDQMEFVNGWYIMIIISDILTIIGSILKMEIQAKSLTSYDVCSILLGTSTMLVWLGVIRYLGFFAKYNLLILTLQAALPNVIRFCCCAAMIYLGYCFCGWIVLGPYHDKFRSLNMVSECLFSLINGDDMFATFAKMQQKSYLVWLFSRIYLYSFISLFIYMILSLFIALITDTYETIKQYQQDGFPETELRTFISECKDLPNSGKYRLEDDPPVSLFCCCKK
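Test system: HEK293 cells stably carrying human TRPML3-YFP; Doses: single dose, 3 µM final nominal compound, 0.3% DMSO final; Schedule: dye loading 1 h 37 °C then 30 min ambient, 125 s read; Technique: Fluo-8 calcium fluorescence; Benchmarks: high control carbachol 87 µM, low control DMSO.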
m-calpain inh – inhibitors of pig calpain II; purified calpain II, fluorogenic peptide substrate, 30 min; inhibition, % at 16 µM; hit rate 0.37% among 220,000;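 active = inhibition above about 50%, limit read from the data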
PPC-1+TRAIL kill – kills PPC-1 cancer cells in the presence of TRAIL; hit rate 0.41% among 220,000; PPC-1 cells + TRAIL, ATPLite viability luminescence; cell killing (% activity), % at 4 µM;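 active = cell killing above 50% in the first pass at 4 µM, then a duplicate retest at 5 µM averaging 50% or more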;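 also: plate controls were cells with TRAIL plus DMSO for no effect and medium-only wells lacking cells for full effect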
TRPN1 ag – agonists of zebrafish TRPN1 channel; hit rate 0.18% among 220,000; HEK293 zebrafish TRPN1-YFP, Fluo-8 calcium fluorescence; 100% = response to 87 µM carbachol; AID 1424; activation, % at 3 µM;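 active = activation above its plate's cutoff, the mean activation of test wells on that plate plus 3 SD, cut at about 19% in these data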;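 also: 0% = DMSO alone and 100% = 87 µM carbachol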
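Material – zebrafish TRPN1-YFP in HEK293 cells · Doses – 3 µM single point · Schedule – dye 1 h 37 °C plus 30 min RT · Signal – Fluo-8 calcium fluorescence, excitation 470-495 nm, emission 515-575 nm · Read-out – % activation versus carbachol response · Control set – carbachol high, DMSO low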
Thrombin inh – thrombin (human) inhibition; hit rate 0.26% among 220,000; alpha-thrombin, Boc-VPR-AMC fluorogenic substrate cleavage; P00734; inhibition, % at 5 µM;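 active = inhibition at or above 40%; inactive = inhibition below 40%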;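 also: 0% = enzyme with no compound and 100% = wells without enzyme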
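Material: human alpha-thrombin protein. Incubation: reaction at ambient temperature. Technique: fluorescence of released AMC, ex 355 nm, em 460 nm. Control set: no-compound enzyme wells and no-enzyme blanks. Also added: Boc-VPR-AMC substrate, 15 µM final. Buffer or medium: pH 7.5 Tris (50 mM) with NaCl 150 mM, Tween 20 0.05%.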
EBV gp42 inh – EBV gp42 inhibition. Q1HVG2. Fluorescence polarization binding assay, mP read-out. inhibition, % (tested at 21.74 µM). hit rate 0.42% among 220,000; in the data active = inhibition above about 50%
Target sequence (Q1HVG2 whole entry, looked up): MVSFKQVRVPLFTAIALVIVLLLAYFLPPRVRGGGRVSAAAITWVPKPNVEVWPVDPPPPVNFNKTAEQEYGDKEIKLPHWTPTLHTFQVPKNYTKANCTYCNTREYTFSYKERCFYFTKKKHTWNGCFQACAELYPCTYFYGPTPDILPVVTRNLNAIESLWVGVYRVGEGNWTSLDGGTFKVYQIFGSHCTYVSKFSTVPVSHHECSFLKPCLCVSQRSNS
KCC2 mod – KCC2 (human) Cl- transport modulation; hit rate 2.2% among 190,000; Q9H2X9; B-score of Tl+ flux slope (higher = more flux/activation; lower = inhibition) at 10 µM; KCC2 cells, thallium flux FluoZin-2 fluorescence;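 active = thallium flux slope and its plate-corrected score both differing from the plate sample mean at a set confidence after two filtering rounds, in either direction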;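 also: slope of fluorescence scaled to starting intensity during 10 to 20 s after thallium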
Furin inh – inhibitors of human furin | purified furin, fluorogenic substrate cleavage | inhibition, % at 30 µM | hit rate 0.061% among 220,000 | AID 463115; in the data active = inhibition above about 25%; also: inactives centre near -15
TbHK1 inh – blocks Trypanosoma brucei hexokinase 1 activity | recombinant TbHK1, G6PDH-coupled NADH A340 | inhibition, % at 10 µM | hit rate 0.11% among 220,000 | AID 1430;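 active = inhibition of 50% or more in the single-dose primary screen; inactive = inhibition below 50%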
The depositor's hits bear a star; nt = no result given; [ ] = another dose, or the depositor's remark.

SMILES | TRPML3 agonist | m-calpain inh | PPC-1+TRAIL kill | TRPN1 ag | Thrombin inh | EBV gp42 inh | KCC2 mod | Furin inh | TbHK1 inh
COc1ccc(S(=O)(=O)N2CCCCCC2)cc1NC(=O)Cc1cc(OC)c(OC)c(OC)c1 | 0.5 | -1 | 3 | -0.4 | 2 | -10 | 0.022 | -28 | -3
CC1(CCc2ccccc2)NC(=O)N(Cc2cc([N+](=O)[O-])cc3c2OCOC3)C1=O (stereo not drawn) | -0.7 | -21 | 14 | 0.6 | -11 | -4 | -0.38 | -13 | -10
O=C(O)c1ccccc1-c1ccccc1C(=O)NCc1cccnc1 | 0.7 | -15 | 6 | 0.9 | -8 | 14 | -0.047 | -25 | -2
CCN(CC)C(=S)SCC(=O)Nc1cccc(C(F)(F)F)c1 | -0.1 | nt | nt | -0.3 | nt | nt | -0.2 | -7[20 µM] | -2
CCCCn1nnnc1NCc1cc(Cl)c(OC)c(OC)c1 | 0.1 | -24 | 18 | -0.9 | 3 | -9 | -0.053 | -19 | -7
O=c1[nH]c2ccc(S(=O)(=O)N3CCN(C4CCCCC4)CC3)cc2[nH]c1=O | -0.3 | -60 | 0 | -1.6 | 2 | -11 | 0.97 | 13[20 µM] | -22
CC1CCCN(c2ccc(C(=O)NCCc3ccccc3)cn2)C1 (stereo not drawn) | -0.9 | -10 | 2 | 1.0 | 0 | -13 | 0.29 | -18 | 0
COc1cccc2[nH]c3c(N4CCCC(C)C4)ncnc3c12 (stereo not drawn) | 0.0 | -374 | 13 | 0.7 | 1 | -6 | nt | -1 | -36
Cc1ccsc1-c1n[nH]c(=S)n1CC(C)C | 0.0 | -1 | 26 | 0.2 | -5 | -6 | 0.018 | -10 | -2
O=C(CSCc1ccco1)c1cccs1 | 1.0 | -17 | 6 | 1.0 | 5 | -23 | 4.4 | -23 | 2
CCCNc1nc(N2CCOCC2)nc(N2CCOCC2)n1 | 0.8 | -14 | -7 | 0.9 | -1 | -8 | -0.02 | -30[20 µM] | 4
O=C(CCc1ccc(S(=O)(=O)N2CCOCC2)cc1)N/N=C/c1ccc(O)c(O)c1O | 1.1 | -6 | 10 | 1.5 | -4 | -12 | 1.2 | 3 | 28
O=C(CSc1nnnn1-c1ccccc1)NCc1cccs1 | -0.2 | 8 | 6 | -0.1 | 0 | -13 | -1.6 | -27[20 µM] | 2
C=CCN(c1ccc(C(=O)Nc2cccc([N+](=O)[O-])c2)cc1)S(C)(=O)=O | 2.1 | -30 | 14 | 8.6 | 1 | -15 | -0.68 | -21 | 1
Cc1nn(-c2nc(-c3ccco3)cc(C(F)(F)F)n2)c(C)c1Cl | 1.2 | -47 | -17 | -1.7 | 3 | -9 | nt | -14[20 µM] | -5
CCOc1ccc(N(C(=O)c2cnsn2)C(C(=O)NC2CCCCC2)c2ccncc2)cc1 (stereo not drawn) | 0.2 | 18 | 5 | -2.3 | -4 | -14 | 1.5 | -1 | 25
CCc1ccccc1NC(=O)C(C#N)Cc1cccnc1 (stereo not drawn) | 0.2 | -12 | 0 | -0.2 | -6 | 6 | -0.24 | 22[20 µM] | 2
CCOC(=O)c1cnc2nc[nH]n2c1=O | 0.4 | 5 | 21 | -2.2 | -4 | -10 | 0.23 | -4 | -9
CCOC(=O)CC(=O)CSc1[nH]c(=O)cc(C)c1C#N | 1.1 | -15 | 23 | 1.0 | -9 | 1 | 0.13 | -17[20 µM] | -14
Cc1ccc(NC(=O)CSc2nc(=O)cc(N)n2CCc2ccccc2)cc1 | 0.5 | -9 | 7 | 0.1 | 1 | -11 | -1.1 | -24 | 34
Cc1ccc2[nH]c(=O)c(CN(CCCO)S(=O)(=O)c3cccc4nsnc34)cc2c1 | 0.8 | -13 | -3 | 1.1 | -4 | -7 | 0.44 | -21 | -15
CCOC(=O)c1ccccc1NC(=O)c1ccccc1SC | -0.8 | 13 | 29 | -3.2 | -2 | 3 | 0.39 | -8[20 µM] | 4
CC(=O)c1cccc(N2C(=O)C3C(C(=O)Nc4cc(C)on4)C4(C)C=CC3(O4)C2C(=O)NC(C)(C)C)c1 (stereo not drawn) | 0.3 | -15 | 12 | -0.9 | -3 | -4 | 0.31 | -19 | -15
O=C(c1cccc(F)c1)N1CCN(C(=O)c2cc3ncc(Br)cn3n2)CC1 | 0.8 | -114 | 15 | -0.4 | -4 | -6 | nt | -9[20 µM] | 3
N#Cc1ccsc1NC(=O)CN1CCOCC1 | 1.0 | 3 | -5 | 0.3 | -6 | -9 | -0.31 | -19 | -10
Carrying on.
SMILES | TRPML3 agonist | m-calpain inh | PPC-1+TRAIL kill | TRPN1 ag | Thrombin inh | EBV gp42 inh | KCC2 mod | Furin inh | TbHK1 inh
CCOC(=O)C1CCCN(C(=O)/C=C/c2ccc(OC)cc2)C1 (stereo not drawn) | 0.7 | -11 | -10 | -1.3 | -3 | -3 | -0.77 | -16 | 2
CCOC(=O)/C(=N\Nc1ccc(OC)cc1)c1csc(Nc2ccccc2)n1 | 0.3 | -8 | -1 | -0.4 | 2 | -6 | 0.028 | -2[20 µM] | -9
CC(C)(C)c1cnnn1-c1ccc(/C=N/Nc2ccc([N+](=O)[O-])cc2)cc1 | 1.5 | -23 | -10 | 1.4 | 4 | -43 | 1.1 | -17 | -2
Cc1nnc(SCC(=O)NCc2ccc3c(c2)OCO3)[nH]c1=O | 0.7 | -9 | -19 | 1.1 | -3 | -3 | -0.086 | -18 | -1
CC(C)(C)c1nn(-c2ccccc2)c2[nH]c(=O)c(CNCc3ccco3)cc12 | 0.6 | -4 | -17 | 0.7 | -7 | -18 | nt | -15 | 4
COc1cc(NS(=O)(=O)c2ccc(NC(=S)NC(=O)c3cccs3)cc2)nc(OC)n1 | 0.5 | -8 | 1 | -1.2 | -4 | -15 | -0.47 | -3 | 27
CC(C)C(C)(C#N)NC(=O)CSc1nc2scc(-c3ccc(F)cc3)c2c(=O)n1Cc1ccccc1 (stereo not drawn) | 0.1 | -82 | -5 | 0.7 | -8 | -27 | 1.8 | -14 | -8
O=S(=O)(Nc1ccc(-c2csc(-c3ccccc3)n2)cc1)c1ccccc1 | 0.3 | -1 | -2 | -0.4 | -2 | -17 | -0.32 | -9 | 13
O=C(CCc1ccccc1)NNC(=S)NC(=O)c1ccc(Cl)cc1 | 0.6 | 17 | 0 | -1.2 | 8 | 7 | 68* | -17[20 µM] | 11
Cc1ccc(/C=C2/NC(=O)N(c3ccccc3)C2=O)o1 | 0.6 | -20 | 11 | 1.8 | -1 | -54 | 0.044 | 3 | -6
CCCC(CCC(=O)Nc1ccc(C(=O)OC)cc1)C(=O)O (stereo not drawn) | 1.0 | -10 | 0 | 0.3 | -9 | -6 | 1.7 | -19[20 µM] | -2
CCOC(=O)c1c(-n2cnnn2)sc2c1CCCC2 | 0.9 | -31 | -1 | -1.0 | -5 | -6 | -2.8 | -10 | -7
CCOC1(OCC)N=C(N)C2(C#N)C(c3ccc(NC(C)=O)cc3)C12C#N (stereo not drawn) | 0.5 | -16 | 2 | 0.6 | 3 | -1 | -0.068 | -11 | 6
O=C(Nc1c2c(nn1-c1ccc(F)cc1)CS(=O)(=O)C2)c1ccc(S(=O)(=O)N2CCOCC2)cc1 | 1.2 | 21 | -11 | 1.9 | -12 | 6 | 1.4 | -14 | 3
COc1ccc2c(c1)SCC/C2=C\CN1C(=O)CCC1=O | -0.1 | 15 | -6 | 0.4 | 26 | 2 | 1 | -3 | 3
Cc1cc(Cl)ccc1Oc1ccc(C(N)=O)cc1[N+](=O)[O-] | -0.1 | 15 | 0 | -0.9 | -4 | 0 | 0.0011 | -8 | 27
CCCC1=C(C(=O)OCC)C(c2ccc(OC)c(CSc3ccccn3)c2)C(C#N)=C(N)O1 (stereo not drawn) | -0.5 | 34 | 13 | -0.5 | -5 | 10 | -1.6 | -15 | 19
CCn1c2ccccc2c2cc(NC(=O)C(C)Oc3ccc(OC)cc3)ccc21 (stereo not drawn) | 0.2 | 11 | 7 | 1.4 | -3 | -5 | 0.51 | 0[20 µM] | 0
CCOc1ccccc1NC(=O)COC(=O)c1cccc(-c2ccc(OC(C)=O)cc2)c1 | 0.6 | 39 | -2 | 1.3 | 3 | 0 | 0.63 | -18 | 4
O=C(COC(=O)COc1ccccc1[N+](=O)[O-])Nc1cccc(Br)c1 | 0.3 | 3 | 19 | 0.8 | 0 | -16 | 0.94 | -11 | -20
C=CCn1c(C)cc(C(=O)COc2ccc(C)nc2[N+](=O)[O-])c1C | 1.8 | 5 | 12 | 2.7 | -2 | 1 | -1.1 | -8 | -10
CC(C)(C)NS(=O)(=O)c1cccc(S(=O)(=O)c2cccc(S(=O)(=O)NC(C)(C)C)c2)c1 | 1.4 | 4 | nt | 3.8 | 1 | -21 | -2.5 | -13 | 5
CCC(C)NC(=O)c1ccc(CSc2nc3ccncc3n2Cc2ccc(F)cc2)cc1 (stereo not drawn) | 0.7 | 10 | -14 | 0.7 | 3 | -12 | 0.12 | -24 | -2
CCOC(=O)c1cc2sccc2n1CC(=O)O | 0.2 | 2 | 19 | 2.1 | 6 | -4 | 1.1 | -13[20 µM] | 1

Entries from the list above that contain an aryl methoxy group:
SMILES | TRPML3 agonist | m-calpain inh | PPC-1+TRAIL kill | TRPN1 ag | Thrombin inh | EBV gp42 inh | KCC2 mod | Furin inh | TbHK1 inh
COc1ccc(S(=O)(=O)N2CCCCCC2)cc1NC(=O)Cc1cc(OC)c(OC)c(OC)c1 | 0.5 | -1 | 3 | -0.4 | 2 | -10 | 0.022 | -28 | -3
CCCCn1nnnc1NCc1cc(Cl)c(OC)c(OC)c1 | 0.1 | -24 | 18 | -0.9 | 3 | -9 | -0.053 | -19 | -7
COc1cccc2[nH]c3c(N4CCCC(C)C4)ncnc3c12 (stereo not drawn) | 0.0 | -374 | 13 | 0.7 | 1 | -6 | nt | -1 | -36
CCOC(=O)C1CCCN(C(=O)/C=C/c2ccc(OC)cc2)C1 (stereo not drawn) | 0.7 | -11 | -10 | -1.3 | -3 | -3 | -0.77 | -16 | 2
CCOC(=O)/C(=N\Nc1ccc(OC)cc1)c1csc(Nc2ccccc2)n1 | 0.3 | -8 | -1 | -0.4 | 2 | -6 | 0.028 | -2[20 µM] | -9
COc1cc(NS(=O)(=O)c2ccc(NC(=S)NC(=O)c3cccs3)cc2)nc(OC)n1 | 0.5 | -8 | 1 | -1.2 | -4 | -15 | -0.47 | -3 | 27
COc1ccc2c(c1)SCC/C2=C\CN1C(=O)CCC1=O | -0.1 | 15 | -6 | 0.4 | 26 | 2 | 1 | -3 | 3
CCCC1=C(C(=O)OCC)C(c2ccc(OC)c(CSc3ccccn3)c2)C(C#N)=C(N)O1 (stereo not drawn) | -0.5 | 34 | 13 | -0.5 | -5 | 10 | -1.6 | -15 | 19
CCn1c2ccccc2c2cc(NC(=O)C(C)Oc3ccc(OC)cc3)ccc21 (stereo not drawn) | 0.2 | 11 | 7 | 1.4 | -3 | -5 | 0.51 | 0[20 µM] | 0
